AI-2 QS modul: Vibrio harveyi AI-2 quorum sensing modulators, primary screen, JMH597 strain, luminescence/OD600 ratio; Vibrio harveyi JMH597 AI-2 luminescence/OD600 ratio, 9 h; active compounds read low; strain lacks LuxN and CqsS sensors; 0 = neutral-control median; activity change, % at 7.5 µM; actives 0.4% (n = 300,000); in the data active = activity change below about -75%, passing the limit was not always enough;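 note: luminescence divided by OD600 gain over 9 h not by final OD600 alone; inactives centre near 13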
PolyA inh: polyadenylation inhibitors in yeast reporter cells, primary screen, luminescence, S. cerevisiae | S. cerevisiae SKY197-pL101 polyadenylation reporter, beta-gal luminescence; efflux-impaired pdr1/pdr3 knockout yeast; score 100 = 6 SD above DMSO | calls only at 12 µM | actives 0.02% (n = 300,000) | AID 1875, 2009;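 active = lowest replicate activity score at least 50, where 100 means six control SD above control mean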;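 note: yeast exposed to compound for 9 h at 30 °C; higher score means more reporter readthrough which indicates perturbed polyadenylation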
TRPC4 PAM: positive allosteric modulators of TRPC4, primary screen, cell-based, mouse TRPC4beta, HEK293 mu-opioid, Fluo-4 calcium | Short transient receptor potential channel 4 (Mus musculus), Q9QUQ5 | DAMGO EC20, Fluo-4 Ca2+ flux; active compounds read high | B-score at 10 µM | actives 0.42% (n = 310,000) | AID 2227, 2009;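 active = B-score of calcium response area above 5 SD of library B-scores, with initial fluorescence ratio within 5 SD of library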;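 note: B-score of integrated fluorescence ratio over time as area under calcium response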
TRPC6 act: mouse TRPC6 channel activators, primary screen, cell-based, HEK293, membrane potential dye | HEK293-TRPC6 membrane potential dye fluorescence; active compounds read high | B-score at 10 µM | actives 0.13% (n = 310,000) | AID 2550, 2010;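 active = B-score of the integrated fluorescence ratio above library mean plus 3 SD, and starting fluorescence ratio within library mean plus 5 SD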;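 note: higher score means more depolarization so channel activation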
Target sequence (Q61143 whole entry, looked up): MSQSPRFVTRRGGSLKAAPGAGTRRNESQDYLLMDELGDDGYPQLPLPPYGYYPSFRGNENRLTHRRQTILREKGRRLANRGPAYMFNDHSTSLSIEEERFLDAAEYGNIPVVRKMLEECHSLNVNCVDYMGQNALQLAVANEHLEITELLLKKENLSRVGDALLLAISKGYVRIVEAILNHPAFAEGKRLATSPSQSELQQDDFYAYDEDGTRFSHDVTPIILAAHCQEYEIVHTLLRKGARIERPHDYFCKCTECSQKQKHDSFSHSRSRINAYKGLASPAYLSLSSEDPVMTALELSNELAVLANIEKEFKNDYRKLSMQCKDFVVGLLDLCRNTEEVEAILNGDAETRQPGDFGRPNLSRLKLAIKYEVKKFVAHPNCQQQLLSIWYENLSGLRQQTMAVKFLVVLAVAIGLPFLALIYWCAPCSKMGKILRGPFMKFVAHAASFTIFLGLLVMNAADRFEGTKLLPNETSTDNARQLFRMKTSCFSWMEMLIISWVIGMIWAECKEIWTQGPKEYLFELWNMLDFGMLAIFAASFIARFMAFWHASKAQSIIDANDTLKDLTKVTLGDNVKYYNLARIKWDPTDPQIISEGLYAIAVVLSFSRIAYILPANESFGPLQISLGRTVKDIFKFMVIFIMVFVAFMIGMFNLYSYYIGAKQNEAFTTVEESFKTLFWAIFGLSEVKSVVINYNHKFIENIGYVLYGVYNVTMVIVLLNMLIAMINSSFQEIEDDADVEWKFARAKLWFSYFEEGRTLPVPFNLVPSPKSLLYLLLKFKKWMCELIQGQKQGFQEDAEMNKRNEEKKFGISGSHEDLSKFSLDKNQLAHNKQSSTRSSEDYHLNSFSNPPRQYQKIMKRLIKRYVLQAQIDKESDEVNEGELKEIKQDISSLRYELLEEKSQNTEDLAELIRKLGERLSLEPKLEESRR
TRPC4 act: activators of mouse TRPC4 channel, primary screen, Fluo4 calcium, HEK293 TRPC4beta/mu-opioid cells; Short transient receptor potential channel 4 (Mus musculus), Q9QUQ5; Fluo4 calcium fluorescence; active compounds read high; B-score at 10 µM; actives 0.49% (n = 310,000);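 active = B-score above 5 SD of library B-scores, and initial fluorescence ratio not above library mean plus 5 SD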;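 note: positive B-score marks a calcium rise read as TRPC4 activation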
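System – HEK293 cells stably co-expressing mouse TRPC4beta and mu-opioid receptor · Signal – Fluo4 calcium-sensitive dye fluorescence, kinetic, 1 Hz baseline · Benchmarks – buffer (low) and maximal DAMGO (high) · Read-out – B score of integrated fluorescence ratio per well · Incubation – dye loading 45 min room temperature, 110 s kinetic read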
MrgX1 antagonist: antagonists of human MrgX1 receptor, primary screen, HEK293 cells, Fluo-4 calcium flux; BAM8-22 antagonism; active compounds read low; Mas-related G-protein coupled receptor member X1 (Homo sapiens), Q96LB2; B-score at 10 µM; actives 1.3% (n = 310,000);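 active = calcium-response B-score plate-corrected more than 3 library SD below zero, starting fluorescence within 5 deviations, no agonist response on first addition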;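 note: peak minus trough fluorescence over baseline after final BAM8-22 challenge near maximal dose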
TRPC6 inh: mouse TRPC6 channel inhibitors, primary screen, cell-based, HEK293, membrane potential dye; Short transient receptor potential channel 6 (Mus musculus), Q61143; ACh-evoked depolarization; active compounds read low; B-score at 10 µM; actives 1.1% (n = 310,000); AID 2553, 2010;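 active = B-score under library mean minus 3 SD, initial fluorescence not abnormally high, positive integrated signal ratio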;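 note: B-score derived from integrated fluorescence ratio over the kinetic read; more negative B-score means stronger inhibition of depolarization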
TRPC4 block: inhibitors of mouse TRPC4 channel, primary screen, Fluo4 calcium, HEK293 TRPC4beta/mu-opioid cells | Short transient receptor potential channel 4 (Mus musculus), Q9QUQ5 | DAMGO-evoked Fluo4 calcium flux; active compounds read low | B-score at 10 µM | actives 0.39% (n = 300,000);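 active = B-score over 3 SD under the library average, no early fluorescence shift, positive overall ratio signal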
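Assay system: TRPC4beta/mu-opioid receptor HEK293 cell line; compound dosing: single concentration per test compound; detection: Fluo4 Ca2+ flux fluorescence; evaluation: per-well B score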
HIF act: HIF pathway transcriptional activators, primary screen, cell-based, U2OS HRE-luciferase, luminescence; U2OS HRE-luciferase reporter; normalized: DMSO 0%, desferrioxamine 100%; activation, % at 7.5 µM (by protocol); actives 0.32% (n = 300,000);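 active = mean activation of at least 10% of the iron chelator positive control signal, with at least half of replicates also reaching 10%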
MrgX1 PAM: positive allosteric modulators of MrgX1, primary screen, HEK293 cells, Fluo-4 calcium flux; actives 0.63% (n = 310,000); B-score at 10 µM; FDSS; active compounds read high; AID 588675, 2011;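 active = plate-corrected calcium response at least 3 library SD above typical, normal starting fluorescence, not activating the receptor alone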;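 note: compound read alongside a low EC10 to EC30 dose of BAM8-22 agonist; peak minus trough fluorescence over baseline measured at the second addition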
MrgX1 agonist: agonists of human MrgX1 receptor, primary screen, HEK293 cells, Fluo-4 calcium flux. Mas-related G-protein coupled receptor member X1 (Homo sapiens), Q96LB2. Fluo-4 calcium fluorescence, agonist mode; active compounds read high. B-score at 10 µM. actives 0.44% (n = 310,000). AID 588627, 2011;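 active = calcium response B-score plate-corrected fluorescence ratio at least 3 library SD, with starting fluorescence B-score inside 5 SD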
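times = overnight plating, then 30 min 37 °C plus 30 min room-temperature dye loading | assay system = stable human MrgX1 HEK293 cell line | input = fifteen thousand cells per well | signal = kinetic calcium dye fluorescence, Fluo-4 NW | dosing = compound delivered in addition one of three | read-out = B-scored fluorescence response ratio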
* hit, by the source's call; i = inactive; . = not tested or not shown.

SMILES | AI-2 QS modul | PolyA inh | TRPC4 PAM | TRPC6 act | TRPC4 act | MrgX1 antagonist | TRPC6 inh | TRPC4 block | HIF act | MrgX1 PAM | MrgX1 agonist
CC(=O)Nc1ccc(S(=O)(=O)NC2(C(F)(F)F)C(=O)Nc3c2c(=O)[nH]c(=O)n3Cc2ccco2)cc1 (stereo unspecified) | 16.7 | i | i | i | i | i | i | i | 0.2 | i | i
COc1ccccc1/C=N/NC(=O)CSc1ccc2ccccc2n1 | 47.6 | i | i | i | i | i | i | i | 1.3 | i | i
O=[N+]([O-])c1nn(-c2ccccc2)n(O)c1=NC1CCN(Cc2ccccc2)CC1 | 34.5 | i | i | i | i | i | i | i | 1.2 | i | i
CCOc1ccccc1CN1CCN(Cc2nc3c(s2)CCCC3)CC1CCO (stereo unspecified) | 8.6 | i | i | i | i | i | i | i | 0.5 | i | i
CCCc1nnc(SCCSc2nnc(CCC)n2N)n1N | -3.8 | i | i | i | i | i | i | i | -0.5 | i | i
Cc1ccc(Cn2cccc(-c3nc4ccccc4s3)c2=O)cc1 | 11.6 | i | i | i | i | i | i | i | 2.9 | i | i
O=C(c1ccccc1)N1N=C(c2cccs2)CC1c1ccccc1O (stereo unspecified) | 12.0 | i | i | i | i | i | i | i | -0.6 | i | i
Cc1ccsc1C(=O)OCC(=O)NCCCc1ccccc1 | -3.0 | i | i | i | i | i | i | i | 0.0 | i | i
Cc1nc2ccc(S(=O)(=O)NCC(=O)O)cc2s1 | 10.2 | i | i | i | i | i | i | i | -0.1 | i | i
CCOc1ccccc1NC(=O)Nc1ccc(Br)cc1C | 18.8 | i | i | i | i | i | i | i | 0.4 | i | i
CC(C)(C)C(=O)OC/C(N)=N/OC(=O)c1ccccc1 | -54.5 | i | i | i | i | i | i | i | 0.5 | i | i
CCn1c(SC)nnc1C1CCCN(CC(=O)Nc2ccccc2N2CCOCC2)C1 (stereo unspecified) | 11.5 | i | i | i | i | i | i | i | -27.9 | i | i
Cc1nn(C(=O)Cn2ccc([N+](=O)[O-])n2)c(C)c1Br | 35.9 | i | i | i | i | i | i | i | . | i | i
COc1ccc(CN2CCC(=O)N([C@H](CO)CC(C)C)CC2)cc1 | 10.7 | i | i | i | i | i | i | . | -0.3 | i | i
Cn1c(CCNC(=O)c2ccccc2F)nnc1SCC(=O)Nc1nncs1 | . | i | i | i | i | i | i | i | -2.4 | i | i
CNc1cc(C)nc(-n2nc(C)cc2C)n1 | 21.3 | i | i | i | i | i | i | i | 0.6 | i | i
CCCc1cc(-c2n[nH]c(=S)n2CC)c2ccccc2n1 | 22.1 | i | i | i | i | i | i | i | -0.3 | i | i
Cc1nnc2c(N3CCN(CCO)CC3)nc3ccccc3n12 | 0.7 | i | i | i | i | i | i | i | -0.1 | i | i
O=C(CCC1CCCN(C(=O)c2ccncc2)C1)NCc1ccc(F)c(F)c1 (stereo unspecified) | 4.5 | i | i | i | i | i | i | i | 0.6 | i | i
Cc1ccc(OCC(=O)NNC(=O)C2CC(=O)N(c3ccc4c(c3)OCCO4)C2)cc1 (stereo unspecified) | 28.8 | i | i | i | i | i | i | i | 0.8 | i | i
CCOC(=O)N1CCN(C(=O)CN(c2ccccc2OC)S(=O)(=O)c2ccc(C)cc2)CC1 | -2.5 | i | i | i | i | i | i | i | 0.0 | i | i
Cc1ccc(S(=O)(=O)N2CCN(C(=O)COC(=O)c3c(C)cc(C)cc3C)CC2)c(C)c1 | 9.2 | i | i | i | i | i | i | i | -0.5 | i | i
O=C(Nc1cccc(C(F)(F)F)c1)NC1CCN(S(=O)(=O)c2ccc(F)cc2)CC1 | -15.2 | i | i | i | i | i | i | i | -0.2 | i | i
O=C(Oc1ccc2c(c1)OCO2)c1cc2c(s1)CCC2 | 15.7 | i | i | i | i | i | i | i | -3.0 | i | i
CCCn1c(C2CCCN2c2nc(-c3ccc(OC)cc3)cs2)nc2ccccc21 (stereo unspecified) | 9.3 | i | i | i | 70* | i | i | i | -1.4 | i | i
CC(Oc1cc2oc(=O)c3c(c2cc1Cl)CCC3)C(=O)NCCCN1CCCC1=O (stereo unspecified) | -2.4 | i | i | i | i | i | i | i | 0.2 | i | i
Cc1cccc(NC(=O)c2cc(N3CCOCC3)nc3ccccc23)c1 | -4.2 | i | i | i | i | i | i | i | -0.6 | i | i
Cc1cc(C)nc(NS(=O)(=O)c2ccc(NS(=O)(=O)c3ccccc3)cc2)n1 | 11.9 | i | i | i | i | i | i | i | 0.0 | i | i
CCc1ccc(OCC(=O)NC(NC(=S)Nc2ccccc2C)C(Cl)(Cl)Cl)cc1 (stereo unspecified) | 22.1 | . | i | i | i | i | i | i | -1.8 | i | i
COc1ccc(CN2C(=NC(=O)C3CC3)SC3CS(=O)(=O)CC32)cc1 (stereo unspecified) | 10.7 | i | i | i | i | i | i | i | 0.0 | i | i
CC(C)C(NC(=O)C1CCCCC1)C(=O)Nc1ccccn1 (stereo unspecified) | 34.9 | i | i | i | i | i | i | i | 0.2 | i | i
CCN(CC)S(=O)(=O)c1ccc(C)c(NC(=O)COC(=O)c2ccc(C)c(S(=O)(=O)N3CCOCC3)c2)c1 | 5.9 | i | i | i | i | i | i | i | -0.4 | i | i
COc1ccc(N2CCN(CC(=O)c3ccc(O)cc3O)CC2)cc1 | 4.5 | i | i | i | i | i | i | i | 0.2 | i | i
CCN1CCCC1CNC(=O)Cn1ncc2c(=O)oc3ccc(C)cc3c21 (stereo unspecified) | 11.7 | i | i | i | i | i | i | i | 0.1 | i | i
Nc1cc(C(F)(F)F)ccc1N1CCOCC1 | 15.7 | i | i | i | i | i | i | i | 0.0 | i | i
Cc1nn(C)c(=S)n1-c1ccc(Cl)cc1 | 13.4 | i | i | i | i | i | i | i | 0.1 | i | i
Fc1ccccc1CSc1nncn1NCc1cccs1 | -14.2 | i | i | i | i | i | i | i | -0.9 | i | i
N#Cc1cn(Cc2cccc(Cl)c2)c2ccccc12 | -1.9 | i | i | i | i | i | i | i | -0.4 | i | i
O=C1CCC(C(=O)N2CCN(c3ccccc3Cl)CC2)CN1CC1CCCCC1 (stereo unspecified) | 17.2 | i | i | i | i | i | i | i | 0.4 | i | i
CCN(C(=O)c1cc2cccc(OC)c2oc1=O)c1ccccc1 | -7.9 | i | i | i | i | i | i | i | -0.1 | i | i
CSc1ccc(-c2cccc([N+](=O)[O-])c2)nn1 | 26.1 | i | i | i | i | i | i | i | 1.9 | i | i
CCCCN(C(=O)NC(=O)Nc1ccccc1OCC)S(C)(=O)=O | 14.9 | i | i | i | i | i | i | i | 0.0 | i | i
CCOc1ccc(S(=O)(=O)N2CCCCC2)cc1NC(=O)c1c(CC)noc1C | 19.0 | i | i | i | i | i | i | i | -0.4 | i | i
CCOC(=O)c1sc2nc3n(c(=O)c2c1C)CCC(C)CC3 (stereo unspecified) | 22.5 | i | i | i | i | i | i | i | 1.9 | i | i
COc1ccccc1C(=O)NC(=S)Nc1ccccc1N1CCCCC1 | 3.6 | i | i | i | i | i | i | i | 0.0 | i | i
CC(C)c1ccc(C(=O)NN2C(=O)C3CCCCC3C2=O)cc1 (stereo unspecified) | -36.3 | i | i | i | i | i | i | i | 2.3 | i | i
COCCNC(=O)c1ccc2c(=O)n(CCOC)c(=O)[nH]c2c1 | 17.4 | i | i | i | i | -6.19* | i | i | -0.2 | i | i
CCC1(c2ccccc2)NC(=O)N(CC(=O)Nc2nnc(C3CC3)s2)C1=O (stereo unspecified) | -65.7 | i | i | i | i | i | i | i | -0.5 | i | i
COc1ccc(C(C)=O)cc1Cn1c(=O)cc(C)[nH]c1=O | 16.4 | i | i | i | i | i | i | i | -0.9 | i | i
Cc1ccc(S(=O)(=O)N2CCCC2)cc1C(=O)N1CCN(Cc2ccccc2)CC1 | . | i | i | i | i | i | i | i | -0.3 | i | i

Already shown: entries from further up.
SMILES | AI-2 QS modul | PolyA inh | TRPC4 PAM | TRPC6 act | TRPC4 act | MrgX1 antagonist | TRPC6 inh | TRPC4 block | HIF act | MrgX1 PAM | MrgX1 agonist
CSc1ccc(-c2cccc([N+](=O)[O-])c2)nn1 | 26.1 | i | i | i | i | i | i | i | 1.9 | i | i
CCCCN(C(=O)NC(=O)Nc1ccccc1OCC)S(C)(=O)=O | 14.9 | i | i | i | i | i | i | i | 0.0 | i | i

The list goes on:
SMILES | AI-2 QS modul | PolyA inh | TRPC4 PAM | TRPC6 act | TRPC4 act | MrgX1 antagonist | TRPC6 inh | TRPC4 block | HIF act | MrgX1 PAM | MrgX1 agonist
COc1ccc(CN2CCNC(=O)C2CC(=O)NCc2cn[nH]c2-c2ccccc2)c(F)c1 (stereo unspecified) | 26.4 | i | i | i | i | i | i | i | -0.5 | i | i
CC(C)(C)c1nn(-c2ccccc2)c2[nH]c(=O)c(CNc3ccc4c(c3)OCCO4)cc12 | 57.4 | i | i | i | i | i | i | i | -0.4 | i | i
Cc1ccc(NC(=O)CCC(=O)N/N=C/c2ccco2)c(C)c1 | 16.4 | i | i | i | i | i | i | i | -0.6 | i | i
COc1cc(C#N)c(NC(=O)CN2CCC(C(N)=O)CC2)cc1OC | 15.5 | i | i | i | i | i | i | i | -0.4 | i | i
N#CCC(=O)N/N=C/c1cccc(Oc2ccccc2)c1 | 17.3 | i | i | i | i | i | i | i | -2.0 | i | i
O=C(NNC(=O)C(O)c1ccccc1)NC1CCCCC1 (stereo unspecified) | 33.9 | i | i | i | i | i | i | i | -0.3 | i | i
COc1ccc(C2CC(C)=C(C#N)S(=O)(=O)C2C#N)cc1 (stereo unspecified) | -4.0 | i | i | i | i | i | i | i | 0.6 | i | i
Cc1onc(-c2c(Cl)cccc2Cl)c1C(=O)Nc1nccs1 | 14.3 | i | i | i | i | i | i | i | -0.3 | i | i

Bioassay records deposited in PubChem by several laboratories.

These rows are one share of the data; count on the stated rates, not on these rows.
